Screens deposited in PubChem by several laboratories.
TLR9-MyD88 block: blocks human TLR9 binding to MyD88; CHO BLA complementation TLR9-MyD88, CCF4 FRET ratio; 340,000 compounds, 0.21% hits; inhibition, % at 4.98 µM;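 active means inhibition above the mean over all tested compounds plus 3 SD, cut at about 21% in these data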;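 further: 0% = DMSO only wells and 100% = clavulanate BLA inhibitor control wells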
TROY signal inh: TROY signaling inhibition; Q293 LMP1-TROYcd NF-kB luciferase reporter, 4 h; AID 1347056; inhibition, % at 10 µM; 360,000 compounds, 0.98% hits;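 active means compounds whose plate-normalised and pattern-corrected inhibition of the luciferase reporter signal at the single screening dose is 50% or more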
COUP-TFII inh: inhibitors of human COUP-TFII (NR2F2) | AID 686940 | 370,000 compounds, 0.7% hits | inhibition, % at 8.6 µM | HEK293T NGFI-A luciferase reporter, luminescence | P24468;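 active means inhibition above a per-plate cutoff, mean inhibition of test wells between control levels plus 3 SD, cut at about 38% in these data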;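 further: cells cotransfected with COUP-TFII expression vector driving the NGFI-A reporter; 0% = median of COUP-TF2 test wells and 100% = reporter-only cells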
Vif imaging: inhibitors of HIV Vif; 340,000 compounds, 0.35% hits; inhibition, % at 7.49 µM; HEK293T cells, Vif self-association by quenched fluorescence, imaging, 24 h; AID 602346; in the data active means inhibition above about 50%, passing the limit was not always enough; further: some results filed as inactive read as strong as hits
TRAIL sens C8: sensitizes caspase-8 expressing cells to TRAIL. NB7+C8 cells + TRAIL, ATPlite viability luminescence. inhibition (viability loss, TRAIL sensitization), % at 10 µM. 360,000 compounds, 1% hits. AID 624354;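 active means compounds causing at least 50% loss of cell viability in the single-dose screen, relative to plate controls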
NOD2 RIPK2 PPI: NOD2-RIPK2 protein interaction inhibition | inhibition, % at 4.98 µM | O43353 | CHO BLA complementation NOD2-RIPK2, CCF4 ratio | 360,000 compounds, 0.38% hits; in the data active means inhibition above about 21%;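 further: 0% = vehicle only and 100% = reference blocker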
NCOA3 inh: inhibitors of human steroid receptor coactivator 3 (SRC3); Q9Y6Q9; HEK293 GAL4-SRC3 luciferase reporter, luminescence; inhibition, % at 3.6 µM; 360,000 compounds, 0.17% hits; AID 588352;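 active means inhibition above a per-campaign cutoff, the mean of all compounds plus 3 SD, cut at about 60% in these data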;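 further: 0% = DMSO-treated cells and 100% = gossypol-treated cells at 36 µM; higher means less SRC3-driven luciferase light from the GAL4 reporter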
NCOA2 inhibitor: inhibits human steroid receptor coactivator 2 | Q15596 | HEK293 GAL4-SRC2 luciferase reporter, luminescence | inhibition, % at 9 µM | 370,000 compounds, 0.17% hits | AID 651957;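 active means inhibition above the mean inhibition of all tested compounds plus 3 SD, set per campaign, cut at about 52% in these data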;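 further: 0% = DMSO treated cells and 100% = cells given Gossypol at 36 µM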
EBV LMP1 NFkB: reduces LMP1-driven NF-kappaB luciferase signal. 350,000 compounds, 0.69% hits. LMP1-induced NF-kappaB luciferase reporter cells, luminescence. AID 504558. inhibition, % at 12.5 µM; in the data active means inhibition above about 41%;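 further: 0% = neutral control wells and 100% = reference inhibitor control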
NR5A2 inv ag: inverse agonists of human LRH-1 (NR5A2). O00482. HEK293T StAR-luciferase reporter, LRH-1 transfected, 24 h. inhibition, % at 3.6 µM. 360,000 compounds, 0.13% hits;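 active means inhibition above the mean inhibition of all tested compounds plus 3 SD, cut at about 73% in these data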;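 further: 0% = DMSO wells and 100% = reporter-only cells lacking LRH-1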
NCOA1 inh: inhibits human SRC1 coactivator; HEK293 GAL4-SRC1 luciferase reporter, luminescence; 360,000 compounds, 0.12% hits; AID 588354; inhibition, % at 3.6 µM;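 active means inhibition above the campaign mean plus 3 SD, with each screening campaign given its own cutoff, cut at about 60% in these data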;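 further: 0% = DMSO treated cells and 100% = gossypol at 36 µM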
Active calls of the source: *.

What do the screens show for `O=C(N/N=C/c1cccc(O)c1)c1cc(-c2ccc3c(c2)OCO3)n[nH]1`?
TLR9-MyD88 block: 12; TROY signal inh: -32; COUP-TFII inh: -23; Vif imaging: -1; TRAIL sens C8: 0; NOD2 RIPK2 PPI: -7; NCOA3 inh: -10; NCOA2 inhibitor: -32; EBV LMP1 NFkB: 3; NR5A2 inv ag: -31; NCOA1 inh: -19

Results for O=C(N/N=C\CCc1ccccc1)c1ccco1 ?
TLR9-MyD88 block: 2; TROY signal inh: -45; COUP-TFII inh: -36; Vif imaging: 0; TRAIL sens C8: 0; NOD2 RIPK2 PPI: 3; NCOA3 inh: -58; NCOA2 inhibitor: -105; EBV LMP1 NFkB: -4; NR5A2 inv ag: -129; NCOA1 inh: -77

What do the screens show for `Cn1c(N)c(C(=O)COC(=O)C2(c3cccc(F)c3)CCCC2)c(=O)n(C)c1=O`?
TLR9-MyD88 block: -4; TROY signal inh: 41; COUP-TFII inh: 11; Vif imaging: -1; TRAIL sens C8: -1; NOD2 RIPK2 PPI: -1; NCOA3 inh: 10; NCOA2 inhibitor: 17; EBV LMP1 NFkB: -3; NR5A2 inv ag: -3; NCOA1 inh: 5

Results for Cc1ccc(N(C(C)C(=O)N2CCC(C)CC2)S(C)(=O)=O)cc1C (centres undefined) ?
TLR9-MyD88 block: 5; TROY signal inh: 11; COUP-TFII inh: 13; Vif imaging: 34; TRAIL sens C8: -10; NOD2 RIPK2 PPI: -9; NCOA3 inh: 1; NCOA2 inhibitor: -11; EBV LMP1 NFkB: 3; NR5A2 inv ag: 11; NCOA1 inh: 1

Results for Cc1csc(CN(C)C(=O)C2CCC(=O)N(CCCc3ccccc3)C2)n1 (centres undefined) ?
TLR9-MyD88 block: -2; TROY signal inh: 0; COUP-TFII inh: 5; Vif imaging: 0; TRAIL sens C8: 5; NOD2 RIPK2 PPI: -1; NCOA3 inh: -7; NCOA2 inhibitor: 7; EBV LMP1 NFkB: -1; NR5A2 inv ag: -3; NCOA1 inh: 3

How did COc1ccc(N(C(=O)CNC(=O)c2ccco2)C(C(=O)NCC2CCCO2)c2ccc(OC)c(OC)c2)cc1 (centres undefined) do in these assays?
TLR9-MyD88 block: -1; TROY signal inh: -1; COUP-TFII inh: -23; Vif imaging: 34; TRAIL sens C8: -3; NOD2 RIPK2 PPI: 4; NCOA3 inh: 11; NCOA2 inhibitor: 12; EBV LMP1 NFkB: 7; NR5A2 inv ag: -4; NCOA1 inh: -2

What do the screens show for `c1ccc(N2CCN(C3CC4CCC3C4)CC2)cc1` (centres undefined)?
TLR9-MyD88 block: -14; TROY signal inh: 5; COUP-TFII inh: -7; Vif imaging: 3; TRAIL sens C8: -14; NOD2 RIPK2 PPI: 11; NCOA3 inh: -11; NCOA2 inhibitor: -18; EBV LMP1 NFkB: 2; NR5A2 inv ag: -9; NCOA1 inh: 14

How did O=c1cc(-c2nn[nH]n2)[nH]c(=O)[nH]1 do in these assays?
TLR9-MyD88 block: -10; TROY signal inh: 12; COUP-TFII inh: -4; Vif imaging: 4; TRAIL sens C8: 3; NOD2 RIPK2 PPI: -4; NCOA3 inh: -22; NCOA2 inhibitor: -6; EBV LMP1 NFkB: -4; NR5A2 inv ag: -16; NCOA1 inh: -3

How did O=C(Nc1ccccc1)Nc1ccc(Cl)nc1Cl do in these assays?
TLR9-MyD88 block: -3; TROY signal inh: -26; COUP-TFII inh: -19; Vif imaging: -4; TRAIL sens C8: -6; NOD2 RIPK2 PPI: -1; NCOA3 inh: -4; NCOA2 inhibitor: -25; EBV LMP1 NFkB: -5; NR5A2 inv ag: -22; NCOA1 inh: -22

Results for CCc1c(C(=O)NC2CCCC2)csc1C ?
TLR9-MyD88 block: -2; TROY signal inh: 2; COUP-TFII inh: 16; Vif imaging: -1; TRAIL sens C8: 1; NOD2 RIPK2 PPI: 3; NCOA3 inh: -1; NCOA2 inhibitor: 15; EBV LMP1 NFkB: -3; NR5A2 inv ag: 3; NCOA1 inh: 4

Results for O=S(=O)(NC1CCCc2ccccc21)c1cnc[nH]1 (centres undefined) ?
TLR9-MyD88 block: 4; TROY signal inh: 12; COUP-TFII inh: 6; Vif imaging: 37; TRAIL sens C8: -2; NOD2 RIPK2 PPI: 14; NCOA3 inh: 10; NCOA2 inhibitor: -18; EBV LMP1 NFkB: 6; NR5A2 inv ag: 3; NCOA1 inh: 1

Results for COc1ccc(/C=C2/N=C3CCCCCN3C2=O)cc1OC ?
TLR9-MyD88 block: 9; TROY signal inh: -25; COUP-TFII inh: -23; Vif imaging: -2; TRAIL sens C8: 4; NOD2 RIPK2 PPI: -5; NCOA3 inh: -8; NCOA2 inhibitor: -29; EBV LMP1 NFkB: -1; NR5A2 inv ag: -15; NCOA1 inh: -13

How did CC(=O)Nc1ccc(NC(=O)CSc2nc(N)c(NC(=O)c3ccco3)c(=O)[nH]2)cc1 do in these assays?
TLR9-MyD88 block: -11; TROY signal inh: -7; COUP-TFII inh: -1; TRAIL sens C8: 22; NOD2 RIPK2 PPI: -1; NCOA3 inh: -14; NCOA2 inhibitor: 17; EBV LMP1 NFkB: -13; NR5A2 inv ag: 56; NCOA1 inh: 11

Results for O=C(NC(Cc1ccccc1)c1nc2ccccc2[nH]1)c1ccc(Cl)c([N+](=O)[O-])c1 (centres undefined) ?
TLR9-MyD88 block: -3; TROY signal inh: -1; COUP-TFII inh: 1; Vif imaging: -1; TRAIL sens C8: -6; NOD2 RIPK2 PPI: 16; NCOA3 inh: -24; NCOA2 inhibitor: -6; EBV LMP1 NFkB: -4; NR5A2 inv ag: 1; NCOA1 inh: -11

Results for Cc1ccc(S(=O)(=O)/C=C/c2ccccc2)cc1 ?
TLR9-MyD88 block: 8; TROY signal inh: -8; COUP-TFII inh: -4; Vif imaging: 3; TRAIL sens C8: 11; NOD2 RIPK2 PPI: -8; NCOA3 inh: 5; NCOA2 inhibitor: -14; EBV LMP1 NFkB: -3; NR5A2 inv ag: 25; NCOA1 inh: -20

How did CC(Sc1nnnn1-c1ccc(O)cc1)c1nc2ccccc2c(=O)[nH]1 (centres undefined) do in these assays?
TLR9-MyD88 block: -3; TROY signal inh: 17; COUP-TFII inh: -7; Vif imaging: -3; TRAIL sens C8: -24; NOD2 RIPK2 PPI: 14; NCOA3 inh: 14; NCOA2 inhibitor: -53; EBV LMP1 NFkB: -6; NR5A2 inv ag: 14; NCOA1 inh: -10

How did Cc1ccc2nc(NCCO)nc(-c3ccccc3)c2c1 do in these assays?
TLR9-MyD88 block: 13; TROY signal inh: -10; COUP-TFII inh: -8; Vif imaging: -19; TRAIL sens C8: 14; NOD2 RIPK2 PPI: 3; NCOA3 inh: -15; NCOA2 inhibitor: -19; EBV LMP1 NFkB: -5; NR5A2 inv ag: 3; NCOA1 inh: -6

What do the screens show for `O=C(CNC(=O)N1CC(=O)Nc2ccccc21)NCCc1cccc(F)c1`?
TLR9-MyD88 block: 11; TROY signal inh: 2; COUP-TFII inh: 12; Vif imaging: 6; TRAIL sens C8: -5; NOD2 RIPK2 PPI: -4; NCOA3 inh: 14; NCOA2 inhibitor: -8; EBV LMP1 NFkB: -3; NR5A2 inv ag: 5; NCOA1 inh: -13

What do the screens show for `O=C(Nc1cccc(S(=O)(=O)N2CCCCCC2)c1)C1CCN(C(=O)c2ccc(Cl)cc2)CC1`?
TLR9-MyD88 block: -8; TROY signal inh: 32; COUP-TFII inh: 42*; Vif imaging: -12; TRAIL sens C8: 21; NOD2 RIPK2 PPI: 9; NCOA3 inh: 8; NCOA2 inhibitor: 1; EBV LMP1 NFkB: 13; NR5A2 inv ag: -3; NCOA1 inh: 0

What do the screens show for `O=C(CN(C(=O)CNC(=O)c1ccco1)c1ccc2c(c1)OCCO2)NC1CCCCC1`?
TLR9-MyD88 block: -2; TROY signal inh: 4; COUP-TFII inh: 8; Vif imaging: 4; TRAIL sens C8: -1; NOD2 RIPK2 PPI: -5; NCOA3 inh: 14; NCOA2 inhibitor: 7; EBV LMP1 NFkB: -2; NR5A2 inv ag: -8; NCOA1 inh: -10

Results for O=C(O)c1ccc2c(=O)n3c(nc2c1)/C(=C/c1cccc(Cl)c1Cl)CC3 ?
TLR9-MyD88 block: -1; TROY signal inh: 17; COUP-TFII inh: 13; Vif imaging: -1; TRAIL sens C8: -8; NOD2 RIPK2 PPI: -5; NCOA3 inh: -28; NCOA2 inhibitor: 2; EBV LMP1 NFkB: -18; NR5A2 inv ag: -4; NCOA1 inh: 15

Results for COC(=O)c1[nH]c2c(c1C)C(=O)CC(c1cccs1)C2 (centres undefined) ?
TLR9-MyD88 block: 12; TROY signal inh: 11; COUP-TFII inh: -64; Vif imaging: -6; TRAIL sens C8: 12; NOD2 RIPK2 PPI: 9; NCOA3 inh: 9; NCOA2 inhibitor: 22; EBV LMP1 NFkB: 2; NR5A2 inv ag: 26; NCOA1 inh: -14

What do the screens show for `CCOc1cc(-c2noc(-c3cccnc3)n2)ccc1OC`?
TLR9-MyD88 block: 1; TROY signal inh: -7; COUP-TFII inh: 3; Vif imaging: -4; TRAIL sens C8: -2; NOD2 RIPK2 PPI: 6; NCOA3 inh: -8; NCOA2 inhibitor: -12; EBV LMP1 NFkB: 5; NR5A2 inv ag: -15; NCOA1 inh: 5

How did Cc1cc(NC(=O)COC(=O)CNS(=O)(=O)c2ccc(C)c(C)c2)no1 do in these assays?
TLR9-MyD88 block: 2; TROY signal inh: 13; COUP-TFII inh: 12; Vif imaging: -1; TRAIL sens C8: 0; NOD2 RIPK2 PPI: -9; NCOA3 inh: 12; NCOA2 inhibitor: 2; EBV LMP1 NFkB: -2; NR5A2 inv ag: 11; NCOA1 inh: 4

How did CCCN(CCC)CCCNC(=O)CS(=O)Cc1nc(-c2ccc(OC)c(OC)c2)oc1C (centres undefined) do in these assays?
TLR9-MyD88 block: -6; TROY signal inh: -1; COUP-TFII inh: -6; Vif imaging: -1; TRAIL sens C8: -4; NOD2 RIPK2 PPI: -3; NCOA3 inh: 0; NCOA2 inhibitor: -1; EBV LMP1 NFkB: 4; NR5A2 inv ag: 13; NCOA1 inh: 5

Results for Cc1ccc(C(=O)c2c3ccccc3[n+]([O-])n2[C@@H](C)C(N)=O)cc1 ?
TLR9-MyD88 block: 6; TROY signal inh: -47; COUP-TFII inh: 2; Vif imaging: -4; TRAIL sens C8: -13; NOD2 RIPK2 PPI: 1; NCOA3 inh: -35; NCOA2 inhibitor: -8; EBV LMP1 NFkB: -7; NR5A2 inv ag: -11; NCOA1 inh: -25

How did COC(=O)CN1C(=O)[C@H]2[C@@H](c3ccc(C)o3)N3C(=O)CN(Cc4ccccn4)C(=O)[C@@]3(C)[C@H]2C1=O do in these assays?
TLR9-MyD88 block: 0; TROY signal inh: -20; COUP-TFII inh: 7; Vif imaging: -5; TRAIL sens C8: -3; NOD2 RIPK2 PPI: -5; NCOA3 inh: 11; NCOA2 inhibitor: -19; EBV LMP1 NFkB: -2; NR5A2 inv ag: 1; NCOA1 inh: 1

These rows are one share of the data, so the mix of outcomes need not match the whole.
